bIAP inhibitor – blocks bovine intestinal alkaline phosphatase activity. purified bovine IAP, CDP-star luminescence, 30 min. inhibition, % at 20 µM. 190,000 tested, under 10 active. AID 1019;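 active means over 50% inhibition of intestinal alkaline phosphatase at 20 µM in the single-dose screen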
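Incubation: 30 min reaction at room temperature / Material: purified bovine intestinal alkaline phosphatase (IAP) enzyme / Input: enzyme at 1/65,000,000 dilution / Dosing: 20 µM single dose / Signal: CDP-star luminescence signal / Reagent: CDP-star chemiluminescent phosphatase substrate, 30 µM final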
HMGR II inh – blocks class II HMG-CoA reductase of Enterococcus faecalis; purified E. faecalis HMGR, NADPH absorbance 340 nm kinetic; inhibition, % at 10 µM; 190,000 tested, 0.41% active;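 active means inhibition above a set limit, the median over all tested compounds plus 3 SD, cut at about 9.5% in these data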;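 further: enzyme runs in reverse so mevalonate oxidation gives rising NADPH absorbance; 0% = complete reaction with DMSO and 100% = background rate lacking mevalonate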
PPARg SRC-2 ag – promotes SRC-2 coactivator recruitment by human PPARgamma; P37231; PPARgamma LBD-SRC-2 recruitment, biochemical; activation, % at 8 µM; 200,000 tested, 0.34% active; AID 1032; in the data active means activation above about 22%;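 further: 0% = vehicle and 100% = reference agonist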
RAM network inh – inhibitors of the yeast RAM network; 190,000 tested, 1.8% active; inhibition, % at 50 µM; AID 868; S. cerevisiae dse1pr::URA3 reporter, 5-FOA growth OD615, 2 d; analog-sensitive cbk1-as2 kinase mutant strain;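 active means inhibition above a set limit, 3 SD over mean compound inhibition, cut at about 8.4% in these data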;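 further: 0% = DMSO-only wells with no growth and 100% = 10 µM 1-NA-PP1 full growth; inhibition rescues growth on 5-FOA so higher OD means more RAM inhibition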
L major viab – inhibitors of Leishmania major promastigote growth; Leishmania major promastigotes, resazurin fluorescence viability; inhibition, % at 10 µM; 200,000 tested, 9% active; AID 1063; in the data active means inhibition above about 50%;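 further: promastigotes grown with compound for 44 hours at 28 °C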
ROMK primary – modulators of human ROMK potassium channel; P48048; Tet-inducible ROMK, thallium flux fluorescence; actives lie on both sides; B-score at 10 µM; 130,000 tested, 2% active;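 active means signal ratio slope over the read window, or its plate-corrected B-score, at least 3 SD from the plate mean, either direction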;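 further: B-score of the F/F0 ratio slope over 7 to 12 s after thallium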
Target sequence (P48048 whole entry, looked up): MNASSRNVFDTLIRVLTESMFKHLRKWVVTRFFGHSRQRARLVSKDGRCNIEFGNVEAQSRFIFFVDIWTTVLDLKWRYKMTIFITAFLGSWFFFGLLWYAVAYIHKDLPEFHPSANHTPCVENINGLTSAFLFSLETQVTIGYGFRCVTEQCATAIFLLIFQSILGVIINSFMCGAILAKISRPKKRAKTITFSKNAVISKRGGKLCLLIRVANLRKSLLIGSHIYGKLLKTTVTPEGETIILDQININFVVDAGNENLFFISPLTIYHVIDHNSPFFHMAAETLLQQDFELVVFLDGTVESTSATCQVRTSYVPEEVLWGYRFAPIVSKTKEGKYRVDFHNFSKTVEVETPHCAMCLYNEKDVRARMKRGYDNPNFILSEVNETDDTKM
PPARg SRC-3 ag – agonists of human PPARgamma SRC-3 coactivator recruitment; P37231; biochemical PPARgamma/SRC-3 coactivator recruitment assay; activation, % at 8 µM; 200,000 tested, 0.26% active; AID 731; in the data active means activation above about 23%;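 further: 0% = DMSO and 100% = reference agonist; some compounds past the cut are filed as inactive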
PPARg SRC-1 ag – agonists of human PPARgamma SRC-1 coactivator recruitment. P37231. PPARgamma-SRC-1 coactivator recruitment biochemical assay. activation, % at 8 µM. 200,000 tested, 0.41% active. AID 631; in the data active means activation above about 19%;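 further: 0% = DMSO and 100% = reference agonist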
TR-FRET SRC-2 ct – counter-screen for PPARgamma SRC-2 recruitment agonists: TR-FRET artefact. TR-FRET ratio at 8 µM. active compounds read high. 200,000 tested, 0.4% active; in the data active means TR-FRET ratio above about 2000; further: inactives centre near 1500; reference of the scale not given here
Redox H2O2 prof – compounds producing H2O2 with reducing agent – biochemical, NIH compound library profiling, artefact control for MLSCN library redox annotation, primary screen; DTT-dependent redox cycling H2O2, phenol red/HRP absorbance; 100% = 100 µM peroxide control, 0% = buffer; activation, % at 10 µM; 200,000 tested, 0.03% active; AID 878;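 active means activation of at least 50% relative to the plate's high and low controls in the primary single-dose screen; inactive means activation below 50%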;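 further: compound incubated with DTT at 0.8 mM final as the reducing agent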
S1P3 antag – blocks the human S1P3 receptor. CHO S1P3 NFAT-BLA reporter, FRET fluorescence, antagonist mode. AID 485. inhibition, % at 4.98 µM. 170,000 tested, 0.27% active. Q99500;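 active means inhibition above the plate cutoff, the mean inhibition of test wells on that plate plus 3 SD, cut at about 28% in these data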;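 further: cells challenged with S1P at its EC80 of 0.8 µM; blue over green emission ratio from cleaved BLA substrate after 4 h stimulation; 0% = S1P-stimulated wells and 100% = unstimulated DMSO-only wells; some compounds past the cut are filed as inactive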
Target sequence (Q99500 whole entry, looked up): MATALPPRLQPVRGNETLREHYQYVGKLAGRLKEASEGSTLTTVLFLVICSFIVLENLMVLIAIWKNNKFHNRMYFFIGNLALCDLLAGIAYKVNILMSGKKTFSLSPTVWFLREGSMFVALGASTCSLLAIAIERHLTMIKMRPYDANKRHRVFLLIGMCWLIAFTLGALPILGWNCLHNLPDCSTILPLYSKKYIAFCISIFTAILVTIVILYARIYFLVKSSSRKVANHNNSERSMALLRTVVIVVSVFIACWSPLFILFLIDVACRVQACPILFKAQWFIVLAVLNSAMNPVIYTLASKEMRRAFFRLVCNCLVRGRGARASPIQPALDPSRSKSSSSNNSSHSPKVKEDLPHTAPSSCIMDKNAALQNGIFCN
* hit, by the source's call; x = not tested or not shown. Rows were taken by chance (roughly 13% active in at least one column).

SMILES	ROMK primary	PPARg SRC-1 ag	L major viab	RAM network inh	Redox H2O2 prof	TR-FRET SRC-2 ct	S1P3 antag	PPARg SRC-2 ag	bIAP inhibitor	PPARg SRC-3 ag	HMGR II inh
CNC(=O)C1=C(C)Nc2nc3ccccc3n2C1c1cccc(OC)c1 (centres undefined)	x	-4	-7	-0.6	-0.6	1519	x	7	-8	1	-6
O=C(NNc1ccc([N+](=O)[O-])cc1)C12CC3CC(CC(C3)C1)C2	x	8	-4	2.1	0.8	1578	x	-3	6	0	-6
COc1ccccc1-n1c(SCC(=O)O)nnc1-c1ccc(S(=O)(=O)N2CCCCC2)cc1	0.26	4	-1	0.5	-9.5	1497	-12	-1	5	10	-3
CC1CCN(C(=O)CN(C)S(=O)(=O)c2cccc3nsnc23)CC1	-0.53	0	-3	2.6	-6.6	1414	-9	3	0	17	-8
Clc1ccccc1Cn1nnc2c(Nc3ccccc3)ncnc21	x	-6	-6	2.9	0.8	1444	7	0	6	1	-5
COc1cc(NC(=O)c2ncn[nH]2)cc(OC)c1OC	-0.038	6	-6	1.1	3.0	1490	-5	1	11	0	-3
Cc1nnc(SCCn2c(N3CC(C)CC(C)C3)nc3c2c(=O)n(C)c(=O)n3C)s1 (centres undefined)	x	5	-7	-0.2	0.2	1453	-37	-1	-2	9	-2
COc1cc(NS(=O)(=O)c2ccc(NS(=O)(=O)c3ccccc3)cc2)nc(OC)n1	x	2	-4	2.6	2.7	1456	-25	-3	10	8	-6
Cc1c(Cl)cccc1NC(=S)NC1CCN(Cc2ccccc2)CC1	-2.5	2	86*	0.4	0.3	1495	-5	-1	22	1	0
Cc1nc(N2CCOCC2)nc(OC(C)C)c1[N+](=O)[O-]	-0.046	2	-3	1.6	-0.1	1645	-9	-3	-3	-3	2

New compounds follow.
SMILES	ROMK primary	PPARg SRC-1 ag	L major viab	RAM network inh	Redox H2O2 prof	TR-FRET SRC-2 ct	S1P3 antag	PPARg SRC-2 ag	bIAP inhibitor	PPARg SRC-3 ag	HMGR II inh
O=C(Nc1ccc(Br)cc1)/C(=C/c1cccc([N+](=O)[O-])c1)NC(=O)C1CCCCC1	0.79	0	23	0.1	0.3	1497	x	0	41	-7	-1
CCc1ccc2[nH]c(=O)c(C(c3nnnn3CCOC)N3CCN(c4ccc(F)cc4)CC3)cc2c1 (centres undefined)	x	4	1	2.7	2.2	1640	1	9	-2	3	0
O=C(COc1ccccc1)Nc1ccc2c(c1)nc1n2CCSC1	x	6	6	2.0	0.4	1475	22	1	14	-8	0
Cc1ccccc1-n1nnnc1SCC(=O)Nc1ccc(S(=O)(=O)N2CCCC2)cc1	x	6	-1	6.8	2.7	1532	-7	-1	17	4	3
CCCn1nc2cc(C(=O)NCc3ccc4c(c3)OCO4)ccc2c1OCC	0.68	-1	-4	0.5	-9.2	1667	x	8	4	7	-5
O=C1C(SC(F)(F)C(F)F)=C(C(F)(F)F)OC2C3C=CC(C3)C12 (centres undefined)	x	6	-2	0.1	0.0	1668	-2	12	4	14	0
Cn1cccc1C(=O)NC(=O)COC(=O)c1ccccc1Sc1ccccc1C#N	x	24*	-8	1.8	2.4	3090*	-4	22*	12	29*	1
Cc1ccc(NC(=O)c2ccccc2NS(=O)(=O)c2ccc(F)cc2)cc1S(=O)(=O)N1CCCCC1	1.1	6	6	8.9*	-0.4	1579	-7	3	4	0	0
Cc1ccc(S(=O)(=O)NC(=O)Nc2nnc(C3CC3)s2)cc1	x	3	-5	-0.1	-1.8	1620	x	6	7	-2	0
COC(=O)c1nn(-c2nc(-c3cccc(OC)c3)cc(C(F)(F)F)n2)cc1[N+](=O)[O-]	-0.13	-3	90*	6.9	-0.1	1563	0	-4	7	1	-5

(further entries)
SMILES	ROMK primary	PPARg SRC-1 ag	L major viab	RAM network inh	Redox H2O2 prof	TR-FRET SRC-2 ct	S1P3 antag	PPARg SRC-2 ag	bIAP inhibitor	PPARg SRC-3 ag	HMGR II inh
Cc1ccccc1C(=O)OCc1nnc(-c2ccc(Cl)cc2)o1	0.59	3	-8	2.6	-2.1	1668	2	10	12	4	-4
CC1(C)Cc2ccccc2C(/C(=N/O)C(N)=O)=N1	-0.097	11	61*	0.9	-1.4	1445	-16	11	4	0	-5
Cc1nc(CCNC(=O)CC2C(=O)NCCN2Cc2ccc(F)cc2)sc1C (centres undefined)	0.74	-1	-2	-0.6	1.1	1563	-10	-5	-12	-2	-3
CC(C)Sc1nc2c(cnn2-c2ccc(F)cc2)c(=O)[nH]1	x	3	2	0.5	-1.4	1672	-3	-1	11	-7	-4
O=C(c1cc2ccccc2o1)N(C1CC1)C1(C(=O)Nc2ccccc2)CCCC1	-0.17	3	39	4.2	0.4	1474	2	-10	-6	1	-9
COc1cc(-n2c(=O)c3ccccc3n(CC(=O)c3ccccc3)c2=O)cc(OC)c1OC	0.21	6	-2	4.7	-0.6	1657	-3	6	-8	3	2
Cc1ccc(OC(=O)c2cc3ccccc3o2)cc1	0.48	6	4	0.4	0.1	1636	x	0	15	-3	1
COc1cc(OC)cc(C(=O)N[C@H](C(=O)Nc2nnc(C3CC3)s2)C(C)C)c1	1	10	16	-0.3	0.3	1438	-5	5	-7	-1	-2
CCOc1c(S(=O)(=O)NC2CC(C)(C)NC(C)(C)C2)ccc(Cl)c1Cl	-0.73	0	12	1.1	-0.2	1633	-16	10	-23	4	3
CCOC(=O)COc1ccc(N)cc1CC(NC(C)=O)(C(=O)OCC)C(=O)OCC	x	10	-1	0.8	-0.6	1679	-49	4	-2	0	1

Taken from above.
bIAP inhibitor with O=C(c1cc2ccccc2o1)N(C1CC1)C1(C(=O)Nc2ccccc2)CCCC1 is entered as -6
L major viab with COc1cc(-n2c(=O)c3ccccc3n(CC(=O)c3ccccc3)c2=O)cc(OC)c1OC is entered as -2
TR-FRET SRC-2 ct with Cc1ccccc1C(=O)OCc1nnc(-c2ccc(Cl)cc2)o1 is entered as 1668
ROMK primary with COc1cc(OC)cc(C(=O)N[C@H](C(=O)Nc2nnc(C3CC3)s2)C(C)C)c1 is entered as 1
RAM network inh with Cc1ccc(OC(=O)c2cc3ccccc3o2)cc1 is entered as 0.4
L major viab with CCOC(=O)COc1ccc(N)cc1CC(NC(C)=O)(C(=O)OCC)C(=O)OCC is entered as -1

(cont.)
SMILES	ROMK primary	PPARg SRC-1 ag	L major viab	RAM network inh	Redox H2O2 prof	TR-FRET SRC-2 ct	S1P3 antag	PPARg SRC-2 ag	bIAP inhibitor	PPARg SRC-3 ag	HMGR II inh
Cc1cccc(Nc2nc(NCCCN3CCOCC3)nc(N)c2[N+](=O)[O-])c1	-0.36	-10	48	-0.3	0.0	1456	-1	-8	-20	-4	-5
Cc1cc(C)cc(-n2nnc(C(=O)NCc3ccc(Cl)cc3)c2N)c1	-0.01	3	-5	2.2	2.2	1414	14	-2	0	-3	-6
CCCCn1c(=O)[nH]c(=O)c2c1nc(-c1ccccc1F)n2Cc1ccccc1OC	x	0	41	1.3	0.2	1722	-1	3	-11	-1	-5
COc1ccc(CC(=O)Nc2ccc(N3CCCCC3)cc2)cc1	0.23	6	-1	0.7	-0.1	1565	7	2	-13	0	-5
Cc1ccc(SC(C)C(=O)Nc2ccccc2-c2ccccc2)cc1 (centres undefined)	0.51	7	16	-0.1	-0.3	1774	11	0	8	0	0
COc1cc(NC(=O)COc2ccc(Br)cc2)ccc1NC(=O)C(C)C	0.59	-4	-3	0.6	-3.1	1475	-14	-2	3	0	-8
Cc1ccc2c(c1)/C(=C/c1ccco1)C(=O)N2	1.1	10	0	0.3	0.3	1769	-1	4	26	4	3
O=C(CSCc1ccc(F)cc1)N1CCN(c2ccccc2)CC1	x	5	1	-0.5	2.1	1453	x	-2	9	4	3
CC(N)C12CC3CC(CC(O)(C3)C1)C2 (centres undefined)	x	2	0	3.0	3.7	1411	x	-5	-12	-3	0
O=C(COc1ccc([N+](=O)[O-])cc1)NCCC1=CCCCC1	-0.52	-7	0	1.1	-0.1	1468	4	4	-9	-2	-5

Two records drawn at random from those above, as already listed:
SMILES	ROMK primary	PPARg SRC-1 ag	L major viab	RAM network inh	Redox H2O2 prof	TR-FRET SRC-2 ct	S1P3 antag	PPARg SRC-2 ag	bIAP inhibitor	PPARg SRC-3 ag	HMGR II inh
Cc1nc(N2CCOCC2)nc(OC(C)C)c1[N+](=O)[O-]	-0.046	2	-3	1.6	-0.1	1645	-9	-3	-3	-3	2
CCOc1c(S(=O)(=O)NC2CC(C)(C)NC(C)(C)C2)ccc(Cl)c1Cl	-0.73	0	12	1.1	-0.2	1633	-16	10	-23	4	3

Additional compounds follow:
SMILES	ROMK primary	PPARg SRC-1 ag	L major viab	RAM network inh	Redox H2O2 prof	TR-FRET SRC-2 ct	S1P3 antag	PPARg SRC-2 ag	bIAP inhibitor	PPARg SRC-3 ag	HMGR II inh
CCCS(=O)(=O)N1CCN(S(=O)(=O)c2ccccc2[N+](=O)[O-])CC1	0.3	-8	-3	2.0	-0.5	1446	-12	-4	-11	-3	-8
O=C(CSc1nnc(CNC(=O)c2ccco2)o1)c1ccccc1	0.43	4	-1	0.9	0.2	1565	x	-2	5	2	-7
NC(=O)[C@H](Cc1cc2ccccc2s1)NC(=O)[C@@H]1CC2(CC(c3cccc(NC(=O)[C@@H]4CCC(=O)N4)c3)=NO2)CN1C(=O)/C=C/Sc1ccccc1 (some centres undefined)	1.4	-1	-6	7.5	0.9	1523	-5	15	8	1	3
CCN(CC)c1nc2cc(C)ccc2cc1/C=C(\C#N)C(N)=O	0.017	-4	17	1.9	-1.9	1298	-5	1	10	2	-1
Cc1ccccc1Nc1ccc(S(=O)(=O)N2CCOCC2)cc1[N+](=O)[O-]	0.098	3	1	5.3	0.2	1635	-1	0	8	3	-5
CN(C)S(=O)(=O)c1cccc(NC(=O)CSc2nc3ccccc3n2-c2ccccc2)c1	0.081	7	9	3.0	-0.2	1454	-3	12	5	0	0
Cc1nc2ccc(C(=O)O)cc2nc1C	x	-6	36	-0.4	-0.5	1330	-26	-3	-3	0	-3
COc1ccc(-c2cc(C(F)(F)F)nc(SCC(=O)N(C)Cc3cnn(C)c3C)n2)cc1OC	0.12	-1	8	1.9	-0.2	1486	-1	12	6	3	1
COC(=O)c1ccc(C2/C(=C(/O)c3ccc(OC)cc3)C(=O)C(=O)N2c2cc(C)on2)cc1 (centres undefined)	-0.0034	4	-6	5.8	0.1	1719	x	3	-6	2	2
COc1ccccc1-n1c(C)c2c(OC)cccc(=O)c2c1C	-0.8	-5	35	1.9	-0.3	1690	-8	2	-9	-2	0

Screens deposited in PubChem by several laboratories.
